TDP1 block: qHTS Assay for Inhibitors of Tyrosyl-DNA Phosphodiesterase (TDP1) | Potency, µM (top dose mostly 130 µM), without a hit: top-dose activity change, negative = inhibition, actives largely listed as inhibitors | recombinant TDP1, AlphaScreen DNA substrate cleavage | Tyrosyl-DNA phosphodiesterase 1 (Homo sapiens), Q9NUW8 | AID 485290, 2010 | 350,000 compounds, 0.28% hits; note: nearly all actives have a fitted effect of over 40% in size
Target sequence (Q9NUW8 whole entry, looked up): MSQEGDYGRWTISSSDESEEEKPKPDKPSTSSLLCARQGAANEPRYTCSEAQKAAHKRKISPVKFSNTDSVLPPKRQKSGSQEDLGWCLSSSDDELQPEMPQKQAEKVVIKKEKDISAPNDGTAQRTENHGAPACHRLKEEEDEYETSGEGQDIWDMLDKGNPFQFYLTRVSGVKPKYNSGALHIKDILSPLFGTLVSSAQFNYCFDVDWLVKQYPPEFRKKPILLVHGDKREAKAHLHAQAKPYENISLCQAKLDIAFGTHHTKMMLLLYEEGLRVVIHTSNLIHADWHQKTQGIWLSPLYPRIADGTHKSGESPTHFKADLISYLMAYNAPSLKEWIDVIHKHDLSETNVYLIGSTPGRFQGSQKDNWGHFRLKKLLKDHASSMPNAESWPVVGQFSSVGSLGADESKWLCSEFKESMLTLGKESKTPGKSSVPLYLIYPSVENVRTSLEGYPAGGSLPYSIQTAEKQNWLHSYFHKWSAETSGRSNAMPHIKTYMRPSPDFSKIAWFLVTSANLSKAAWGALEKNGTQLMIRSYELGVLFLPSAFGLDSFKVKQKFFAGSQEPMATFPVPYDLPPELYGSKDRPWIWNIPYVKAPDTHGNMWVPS
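Enzyme-compound mixtures sat 15 min at room temperature, followed by a 5 min reaction with 15 nM final substrate and 10 min with AlphaScreen beads. Recombinant human Tdp1 was used at 1 nM final.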
N370S GC: qHTS Assay for Inhibitors and Activators of N370S glucocerebrosidase as a Potential Chaperone Treatment of Gaucher Disease; 330,000 compounds, 0.092% hits; Potency, µM (titrated, usually from 59.4 µM), without a hit: at the highest dose activity change, negative = inhibition, hits mostly inhibitors; N370S GC spleen homogenate, 4MU-glucoside fluorescence; AID 2101, 2009; Lysosomal acid glucosylceramidase (Homo sapiens), P04062;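 note: 0% = full enzyme activity and -100% = no enzyme basal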
TDP1 cell noCPT: qHTS for Inhibitors of human tyrosyl-DNA phosphodiesterase 1 (TDP1): qHTS in cells in absence of CPT | Potency, µM (series often up to 46.2 µM), for inactives: top-dose activity change, negative = growth inhibition, most hits filed as inhibitors | 420,000 compounds, 15% hits | DT40 Tdp1-/- hTDP1 cells, no CPT, ATP luminescence, 48 h; note: nearly all actives have a fitted effect of over 55% in size
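Chicken DT40 Tdp1-/- cells complemented with human TDP1, screened without camptothecin (DMSO vehicle only), 400 cells/well. Compounds pin-transferred, cells incubated at 37 °C for at least 48 hr. Growth read as ATP-dependent luminescence (CellTiter-Glo, 30 min at RT).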
The depositor's hits bear a star; u = inconclusive; x = no result given; & = joins results of further samples; ! = not confirmed by another sample; [ ] = dose if it differs, or a comment. Calls come from the whole dose curve; as a rule, active = well fitted curve in the direction sought with a large enough effect; inconclusive = small, poorly fitted or top-dose-only effect, or another doubt; inactive = no such curve, though single readings can be large; an effect the other way counts as inactive or inconclusive. Unless noted, % is set by controls: 0 for no effect and ±100 for the full control effect; potency is the fitted concentration of half-maximal effect.

| Molecule | TDP1 cell noCPT | N370S GC | TDP1 block |
| --- | --- | --- | --- |
| CCCn1c(=O)c(-c2nc3ccccc3[nH]2)c(O)c2ccccc21 | u | -3.0% | 2.3% |
| C#CCOCCOCCOCCNc1nc(N2CCN(C(=O)[C@H](Cc3cc4ccccc4[nH]3)n3cc([C@@H](N)CC(C)C)nn3)CC2)nc(N2CCN(C(=O)[C@H](Cc3cc4ccccc4[nH]3)n3cc([C@@H](N)CC(C)C)nn3)CC2)n1 | u | u | 10.3% |
| Cc1ccnc2nc(C(=O)OCCOc3ccc(F)cc3)nn12 | 1.8% | 9.0% | 6.9% |
| Cn1nc(C(C)(C)C)cc1C(=O)NCc1ccc2c(c1)OCO2 | 1.84µM* | -2.5% | -0.4% |
| Cc1cccc(NC(=O)c2cc(N3C(=O)CCC3=O)ccc2Cl)n1 | -0.7% | 3.7% | 1.0% |
| CSc1ccc(CCNC(=O)c2ccc3c(c2)nc2n3CCCCC2)cc1 | 16.4µM* | x | 8.1% |
| COc1ccc(NC(=O)NC23CC4CC(CC(C4)C2)C3)cc1OC | u | 12.9% | 6.3% |
| CN(C[C@H](Cc1ccccc1)N(C[C@@H](Cc1cccc2ccccc12)N(CCc1ccccc1)N=O)N=O)N=O | u | 7.6% | 6.4% |
| CC(C)[C@H](NC(=O)Nc1ccc2c(c1)OCCO2)C(=O)O | -0.5% | -2.9% | 9.1% |
| COc1ccc(-c2cnn3c4c(c(C)nc23)CCN4C2CCCC2)cc1OC | -27.3% | -2.3% | 3.2% |
| COc1ccc(CCNC(=O)c2c(C)oc3ncn(C)c(=O)c23)c(OC)c1 | -5.9% | x | -2.1% |
| CCSc1nc2[nH]ncc2c(=O)[nH]1 | -15.1% | 1.5% | 2.7% |
| Cc1c(O)ccc(/C(Cc2ccc3ccccc3n2)=N\N)c1O | 10.3µM* | -8.7% | 9.9% |
| O=C(OCc1nnc(-c2ccc(Cl)cc2)o1)c1ccc(=O)n(Cc2ccccc2)n1 | -11.0% | 19.6% | 4.1% |
| Nc1ccc2c3c(cccc13)C(=O)NC2=O | x | -5.1%&-5.2%&-8.4% | 50.1µM*! |
| Cc1ccc(C)c(Cn2nnc3c(=O)[nH]c(C4CCCN(C(=O)CC(C)C)C4)nc32)c1 (stereo not given) | -15.7% | 11.1% | 9.5% |
| S=c1nc2c(n[nH]1)c1ccccc1n2CCc1ccccc1 | u | 2.1% | x |
| COc1ccc([N+](=O)[O-])cc1NC(C)C | -0.4% | -18.3% | -5.3% |
| Cc1ccc(NC(=O)Cn2nc(C(=O)O)c3ccccc3c2=O)cc1S(=O)(=O)N1CCCCC1 | -6.8% | x | 1.0% |
| Cn1c(=O)c2[nH]c(CN(Cc3ccccc3)Cc3ccccc3)nc2n(C)c1=O | 14.6µM* | 1.4% | 4.1% |
| O=c1cc(-c2ccccc2)nc(N2CCN(Cc3ccccc3)CC2)[nH]1 | 20.6µM* | -4.9% | 1.1% |
| CN(C)c1ccc(-n2cccc2/C=N/n2cnnc2)cc1 | -5.2% | 8.3% | 4.7% |
| CCOC(=O)c1cccc(NC(=O)CSc2nnc(C)n2CC2CCCO2)c1 (stereo not given) | 10.3% | -3.0% | x |
| O=C(NCCCn1ccnc1)C(=O)NCC1OCCCN1S(=O)(=O)c1ccccc1 (stereo not given) | -6.1% | -5.0% | -2.6% |

Rewritten field by field: entries from further up.
mol: S=c1nc2c(n[nH]1)c1ccccc1n2CCc1ccccc1
  TDP1 cell noCPT: u
  N370S GC: 2.1%
  TDP1 block: x
mol: COc1ccc([N+](=O)[O-])cc1NC(C)C
  TDP1 cell noCPT: -0.4%
  N370S GC: -18.3%
  TDP1 block: -5.3%
mol: Cc1ccc(NC(=O)Cn2nc(C(=O)O)c3ccccc3c2=O)cc1S(=O)(=O)N1CCCCC1
  TDP1 cell noCPT: -6.8%
  N370S GC: x
  TDP1 block: 1.0%
mol: Cn1c(=O)c2[nH]c(CN(Cc3ccccc3)Cc3ccccc3)nc2n(C)c1=O
  TDP1 cell noCPT: 14.6µM*
  N370S GC: 1.4%
  TDP1 block: 4.1%

Later entries.
| Molecule | TDP1 cell noCPT | N370S GC | TDP1 block |
| --- | --- | --- | --- |
| CSc1ccc(CCNC(=O)CCc2c(C)nc3c(c(C)nn3-c3ccc(C)c(C)c3)c2C)cc1 | 1.9% | x | -1.2% |
| CNS(=O)(=O)c1cn(CC(=O)N2CCN(c3ccc(C(C)=O)cc3)CC2)cc1S(=O)(=O)NC | -26.4% | x | 2.8% |
| CCCc1nc(SCC(=O)Nc2nc3c(s2)CCCC3)c2ccccc2n1 | -1.3% | 12.4% | 1.5% |
| O=C(Cn1c(=O)c2cccn2c2ccccc21)NCc1cccc(F)c1 | u | 24.4% | 6.1% |
| Cc1ccc(CNC(=O)CN(C)S(=O)(=O)c2ccc3c(c2)c(=O)n(C)c(=O)n3C)cc1 | -6.0% | x | 3.5% |
| Clc1ccccc1-c1nc(-c2ccc(Br)o2)no1 | 2.5% | 5.6% | x |
| CSCCC(NC(=O)COc1ccccc1)C(=O)N1CCN(c2ccccc2)CC1 (stereo not given) | u | x | 3.2% |
| C#CCOCCOCCOCCNc1nc(N2CCN(C(=O)C([C@@H](C)CC)n3cc(C(N)CC(C)C)nn3)CC2)nc(N2CCN(C(=O)[C@H](CCC(=O)O)n3cc(C(N)Cc4ccc(O)cc4)nn3)CC2)n1 (stereo not given in full) | 0.6% | -20.8% | 5.1% |
| Fc1cccc(NCc2ccccc2-c2nnc(-c3ccccc3Cl)o2)c1 | u | x | -2.5% |
| CCN(C(=O)COC(=O)CCc1ccc(OC)cc1)c1c(N)n(Cc2ccccc2)c(=O)[nH]c1=O | -23.4% | -4.8% | -3.4%[0.505 µM] |
| COc1cc(/C=N/Nc2nc3ccccc3[nH]2)cc(OC)c1O | 3.66µM* | -10.8% | 11.0% |
| CN(Cc1ccccc1)C(=O)c1ccc2c(c1)OCO2 | -5.6% | 3.5% | 3.2% |
| O=C(NCCc1nc2ccccc2[nH]1)/C(=C/c1ccc2c(c1)OCO2)NC(=O)c1ccc(Cl)cc1Cl | u | -8.3% | 5.5% |
| COc1ccc2[nH]c(=O)c(CN(CCCN3CCOCC3)C(=O)NCc3ccccc3)cc2c1 | -3.1% | -21.0% | -1.0% |
| COc1cc(Cl)c(C)cc1NC(=O)COC(=O)CCc1nc2ccccc2c(=O)[nH]1 | -12.4% | -9.1% | 3.5% |
| Cc1sc2nc(-c3cccs3)oc(=O)c2c1C | 23.5% | -5.2% | x |
| Fc1ccc(-c2csc(Nc3ccccn3)n2)c(F)c1 | u | -6.2% | 5.0% |
| CCC(=O)Nc1ccc2c(c1)ncn2-c1ccccc1C | 4.4% | -3.6% | 0.0% |
| C=CCn1c(SCC(=O)N(CC)C2CCS(=O)(=O)C2)nc2ccccc2c1=O (stereo not given) | -11.6% | -6.6% | 2.5% |
| CCOc1ccc(NC(=O)CN(C)C(=O)Cc2sc(C)nc2-c2ccc(F)cc2)cc1OCC | u | x | 1.9% |
| O=C(CSc1nccn1C1CCCC1)Nc1ccccc1 | -9.8% | x | 11.6% |
| CCOC(=O)c1sc2ccccc2c1S(=O)(=O)NCc1ccc(F)cc1 | 3.7% | x | 4.5% |
| O=C(O)c1cc(S(=O)(=O)N2CCCCC2)ccc1Cl | 3.8% | -0.7% | 5.7% |
| COc1ccc(Cl)cc1-c1csc(N)n1 | -24.7% | -2.6% | 1.2% |
| COc1cccc(OC)c1C(=O)NCC12CC3CC(C1)CC(CNC(=O)c1c(OC)cccc1OC)(C3)C2 | 18.4% | -5.1% | x |
| CC(Sc1nc(N2CCOCC2)c2c(c1C#N)CC(C)(C)OC2)C(=O)Nc1ccccc1 (stereo not given) | -20.5% | 10.1% | -4.9% |
| C=CCN(C(=O)CNC(=O)c1ccco1)C(C(=O)NC1CCCCC1)c1cccnc1 (stereo not given) | 12.4% | 3.1% | 6.2% |
| COc1cc(CCC(=O)N2CCN(c3ccccc3Cl)CC2)cc(OC)c1OC | 11.6µM* | -4.5% | x |
| CC(=O)c1cccc(N(CC(=O)N2CCCCC2)S(C)(=O)=O)c1 | -0.3% | 3.9% | -3.0% |
| CCOc1ccccc1CN1CCN(C2CCOCC2)CC1CCO (stereo not given) | -8.2% | 7.6% | 5.1% |
| Cc1cc(NC(=O)N2CCC(CN3CCOCC3)CC2)ccc1Br | -6.1% | x | 3.7% |
| CSC1=N/C(=C\c2cccc(Cl)c2)C(=O)N1N(C)C | 20.6µM* | 7.4% | 2.6% |
| CN(C)S(=O)(=O)c1ccc(C(=O)NNC(=O)c2ccccc2-n2cccc2)cc1 | -13.5% | x | 3.6% |
| CCN(CC)C(=O)CSc1nc(-c2ccccc2)cc(=O)[nH]1 | -5.4% | 0.6% | 3.6% |
| CC1CC1C(=O)N(C)CC(=O)Nc1ccc(Cl)c(C(F)(F)F)c1 (stereo not given) | u | -1.1% | x |
| Cc1ccc(OCC(=O)Nc2nnc(S(=O)(=O)N3CCCCC3)s2)cc1 | -0.3% | -1.3% | -13.1% |
| Cn1nccc1C(=O)OCC(=O)Nc1ccccc1Cl | -5.4% | 3.9% | -0.1% |
| C=CCc1ccc(OCCCN2CCCC(C)C2)c(OC)c1 (stereo not given) | u | 2.0% | -3.8% |
| O=C(O)CN1C(=O)/C(=C\c2ccccc2OCc2ccc(Cl)cc2Cl)SC1=S | -4.0% | 24.3% | 1.6% |
| O=C(CSc1ccccn1)Nc1nc2ccc(Br)cc2s1 | -24.0% | u | 6.4% |
| Cc1nc(SCC(=O)Nc2cc(S(=O)(=O)N3CCOCC3)ccc2Cl)nc(C)c1C | -29.3% | x | 2.0% |
| CSc1ncc(Cl)c(C(=O)NCc2cccnc2)n1 | -13.6% | 0.5% | x |
| CCOc1ccc(NC(=O)Nc2nnc(CC(=O)NCc3ccccc3)s2)cc1 | -19.5% | 6.6% | 3.5% |
| COc1cc(OC)c(NC(=O)c2sc3nc4n(c(=O)c3c2C)CCCC4)cc1Cl | 2.9% | x | 5.2% |
| O=c1[nH]c2ccccc2n1CCC1CCCCC1 | u | 9.6% | -6.8% |
| COC(=O)c1ccc(C(=O)OC)c(NC(=O)CN2CCC(C)CC2)c1 | u | 0.6% | 0.0% |
| CSc1ccc(/C=N/NC(=O)COc2ccc(Br)cc2Cl)cc1 | u | 12.6% | 5.5% |
| COc1ccc(-n2nnc3c(=O)n(Cc4cc(C)ccc4C)cnc32)cc1 | u | -17.0% | -1.0% |
| CCCCCC1C(=O)CCC1CC(=O)O (stereo not given) | -7.3% | -15.5% | 4.5% |
| O=C1NC2(CCCCCC2)C(=O)N1Cc1ccc(F)cc1Cl | -15.7% | 3.2% | 0.6% |
| Cc1ccc(C(=O)NCC(=O)OCC(=O)c2ccc3c(c2)NC(=O)CO3)cc1 | -2.6% | -3.9% | -2.3% |
| O=C(O)/C=C/C(=O)N(Cc1ccccc1)Cc1ccco1 | 18.5% | 2.7% | 0.0% |
| Cn1c(N)c(C(=O)COC(=O)c2cc(-c3ccccc3)nc3ccccc23)c(=O)n(C)c1=O | x | 2.3% | 3.3% |
| C=CCOC(=O)C1=C(C)NC(SC)=C(C#N)C1c1ccc(OCC)cc1 (stereo not given) | u | -6.6% | -4.9% |
| CC(C)N(Cc1ccccc1)C(=O)COC(=O)C1CCN(S(=O)(=O)c2ccc3c(c2)OCCO3)CC1 | -10.6% | 1.0% | x |
| CC(NC1CCCCC1)C(=O)NN=C(c1ccccc1)c1ccccc1 (stereo not given) | u | -19.1% | x |
| Cc1ccccc1CN1C(=O)c2ccccc2S1(=O)=O | -9.7% | 2.3% | x |
| CC1CCCCN1C(=O)C1CCCN(S(=O)(=O)c2cccc3nsnc23)C1 (stereo not given) | -19.1% | 13.4% | 4.0% |
| CCN(CC)S(=O)(=O)c1cccc(NC(=O)COC(=O)c2n[nH]c(=O)c3ccccc23)c1 | -15.5% | 21.4% | 5.3% |
| N#CC1(NC(=O)CSc2nnc(C3CC3)n2C2CC2)CCCCC1 | 17.4% | x | 0.6% |

The list goes on:
| Molecule | TDP1 cell noCPT | N370S GC | TDP1 block |
| --- | --- | --- | --- |
| CC(=O)Nc1ccc(C2=CC(=O)C[C@H](c3ccc(Cl)cc3)C2)cc1 | 16.4µM* | x | 2.4% |
| O=[N+]([O-])c1cccc(/C=N/n2c(COc3ccccc3)n[nH]c2=S)c1 | 4.0% | x | 1.0% |
| Cc1cc2nc(SCC(=O)N(C)C)c3c(c2cc1C)CCCC3 | u | u | 0.0% |
| COc1cc(OC)c2cc(C(=O)N/N=C/c3ccccc3O)[nH]c2c1 | 4.61µM* | -4.8% | x |
| CSc1nc2nccc(-c3ccc(Oc4ccccc4)cc3)n2n1 | u | 3.6% | 2.0% |

Source: PubChem

Some of the compounds tested; the hit share may differ from the screen's.
